Bioassay records: PubChem BioAssay, several laboratories
LRH-1 inv ag: suppresses constitutive activity of human LRH-1 | O00482 | HEK293T StAR-luciferase reporter, LRH-1 transfected, 24 h | inhibition, % at 3.6 µM | 0.13% of 360,000 active | AID 602396;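 active = inhibition above the mean inhibition of all tested compounds plus 3 SD, cut at about 73% in these data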;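 also: 0% = DMSO wells and 100% = reporter-only cells lacking LRH-1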
Target sequence (O00482 whole entry, looked up): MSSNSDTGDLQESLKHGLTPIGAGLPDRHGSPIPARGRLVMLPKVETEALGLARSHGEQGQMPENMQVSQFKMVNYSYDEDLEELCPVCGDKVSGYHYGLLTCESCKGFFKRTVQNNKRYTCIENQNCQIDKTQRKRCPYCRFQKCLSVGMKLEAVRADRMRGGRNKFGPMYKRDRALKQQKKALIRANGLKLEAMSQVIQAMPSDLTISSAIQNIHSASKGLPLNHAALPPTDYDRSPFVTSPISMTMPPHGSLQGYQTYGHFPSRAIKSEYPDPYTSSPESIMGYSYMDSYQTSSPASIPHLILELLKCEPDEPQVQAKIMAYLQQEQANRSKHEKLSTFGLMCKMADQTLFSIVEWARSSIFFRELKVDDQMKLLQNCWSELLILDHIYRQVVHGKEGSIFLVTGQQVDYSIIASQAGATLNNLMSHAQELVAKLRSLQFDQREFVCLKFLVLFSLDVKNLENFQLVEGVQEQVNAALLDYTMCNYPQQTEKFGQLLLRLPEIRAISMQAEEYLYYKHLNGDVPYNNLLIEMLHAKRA
TRAIL sens C8: sensitizes caspase-8 expressing cells to TRAIL. 1% of 360,000 active. AID 624354. NB7+C8 cells + TRAIL, ATPlite viability luminescence. inhibition (viability loss, TRAIL sensitization), % at 10 µM;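 active = compounds causing at least 50% loss of cell viability in the single-dose screen, relative to plate controls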
NCOA2 inhibitor: inhibits human steroid receptor coactivator 2; 0.17% of 370,000 active; inhibition, % at 9 µM; AID 651957; HEK293 GAL4-SRC2 luciferase reporter, luminescence; Q15596;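 active = inhibition above the mean inhibition of all tested compounds plus 3 SD, set per campaign, cut at about 52% in these data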;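 also: 0% = DMSO treated cells and 100% = cells given Gossypol at 36 µM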
COUP-TFII inh: NR2F2 (human) inhibition, primary screen; P24468; HEK293T NGFI-A luciferase reporter, luminescence; 0.7% of 370,000 active; inhibition, % at 8.6 µM;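 active = inhibition above a per-plate cutoff, mean inhibition of test wells between control levels plus 3 SD, cut at about 38% in these data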;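 also: cells cotransfected with COUP-TFII expression vector driving the NGFI-A reporter; 0% = median of COUP-TF2 test wells and 100% = reporter-only cells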
Target sequence (P24468 whole entry, looked up): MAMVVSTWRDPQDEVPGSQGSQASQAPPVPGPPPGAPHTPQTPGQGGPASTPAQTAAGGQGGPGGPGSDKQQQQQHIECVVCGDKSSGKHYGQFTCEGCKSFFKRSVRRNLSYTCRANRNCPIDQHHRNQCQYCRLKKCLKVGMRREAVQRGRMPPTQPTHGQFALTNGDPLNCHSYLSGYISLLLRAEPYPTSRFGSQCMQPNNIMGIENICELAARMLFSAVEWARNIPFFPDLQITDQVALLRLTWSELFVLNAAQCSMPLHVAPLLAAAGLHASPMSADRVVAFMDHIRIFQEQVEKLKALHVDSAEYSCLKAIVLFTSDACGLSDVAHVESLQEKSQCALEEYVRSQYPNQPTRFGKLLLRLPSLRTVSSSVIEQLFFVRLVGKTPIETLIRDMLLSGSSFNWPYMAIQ
Numbers without * were called inactive.

Cc1cccc(C)c1NC(=O)C1C(c2ccc3c(c2)OCO3)=Nc2ccccc2N1C(=O)c1cccc2ccccc12 (centres undefined) was read as LRH-1 inv ag 20, TRAIL sens C8 8, NCOA2 inhibitor -2 and COUP-TFII inh -7.
`CC(C)(C)NC(=O)C(C1CC1)n1c(=O)c(-c2cc3ccccc3[nH]2)nc2ccccc21` (centres undefined) gave LRH-1 inv ag 14, TRAIL sens C8 -3, NCOA2 inhibitor 8 and COUP-TFII inh -2.
Screening COC(=O)C[C@@H]1C=C[C@@H](NS(=O)(=O)c2ccccc2OC)[C@@H](CO)O1 returned LRH-1 inv ag -32, TRAIL sens C8 -3, NCOA2 inhibitor 2 and COUP-TFII inh 5.
For CSCCC(C(=O)Nc1c(C)cccc1C)n1c(-c2ccc(C(F)(F)F)cc2)nc2ccccc21 (centres undefined) the results were LRH-1 inv ag 4, TRAIL sens C8 -1, NCOA2 inhibitor 1 and COUP-TFII inh -11.
`COC(=O)[C@@]12C[C@@H](CC(=O)NCc3ccccc3)C(=O)N(Cc3ccc4c(c3)OCO4)C1=CCC(C)(C)C2` gave LRH-1 inv ag 8, TRAIL sens C8 15, NCOA2 inhibitor 10 and COUP-TFII inh 0.
`COC(=O)C[C@@H]1CC[C@@H](NC(=O)Nc2cc(F)ccc2F)[C@@H](CO)O1` gave LRH-1 inv ag 7, TRAIL sens C8 -8, NCOA2 inhibitor -38 and COUP-TFII inh -4.
COC(=O)[C@@]12C[C@@H](CC(=O)NCC3CCCCC3)C(=O)N(CCc3ccc(OC)c(OC)c3)C1=CCC(C)(C)C2 was read as LRH-1 inv ag 14, TRAIL sens C8 8, NCOA2 inhibitor -12 and COUP-TFII inh 15.
CC1(C(=O)Nc2ccc3c(c2)OCCO3)CSCC(=O)N1CC(F)(F)F (centres undefined) was read as LRH-1 inv ag 3, TRAIL sens C8 4, NCOA2 inhibitor -4 and COUP-TFII inh 0.
Screening O=C(NCc1ccccc1)C(c1ccccc1F)n1c(=O)c(-c2cc3ccccc3[nH]2)nc2ccccc21 (centres undefined) returned LRH-1 inv ag 24, TRAIL sens C8 -1, NCOA2 inhibitor -8 and COUP-TFII inh 13.
Screening CC(C)[C@H](NC(=O)OC(C)(C)C)c1cc(C(=O)NC2CC2)c(N)s1 returned LRH-1 inv ag 13, TRAIL sens C8 -13, NCOA2 inhibitor 5 and COUP-TFII inh -6.
`CSCCC(C(=O)NC1CCCC1)n1c(-c2ccncc2)nc2ccccc21` (centres undefined) gave LRH-1 inv ag 8, TRAIL sens C8 10, NCOA2 inhibitor -2 and COUP-TFII inh 4.
For CC1(c2nnnn2C2CCCCC2)CCC(=O)N1Cc1ccc2c(c1)OCO2 (centres undefined) the results were LRH-1 inv ag -17, TRAIL sens C8 -15, NCOA2 inhibitor 1 and COUP-TFII inh 3.
O=C(Nc1ccc2ccccc2c1)C(C1CC1)n1c(=O)c(-c2cc3ccccc3[nH]2)nc2ccccc21 (centres undefined) was read as LRH-1 inv ag -7, TRAIL sens C8 3, NCOA2 inhibitor -1 and COUP-TFII inh 3.
Screening CCCCNC(=O)c1nc(C2CCN(S(=O)(=O)c3ccc(C(F)(F)F)cc3)CC2)oc1-c1ccccc1 returned LRH-1 inv ag 15, TRAIL sens C8 4, NCOA2 inhibitor -18 and COUP-TFII inh 3.
`CC(C)(C)NC(=O)C(c1ccc(C#N)cc1)n1c(=O)c(-c2ccco2)nc2ccccc21` (centres undefined) gave LRH-1 inv ag 15, TRAIL sens C8 10, NCOA2 inhibitor -37 and COUP-TFII inh 6.
Screening COc1ccc(C(C(=O)Nc2ccc3c(c2)OCCO3)n2c(=O)c(-c3cc4ccccc4[nH]3)nc3ccccc32)cc1 (centres undefined) returned LRH-1 inv ag -23, TRAIL sens C8 6, NCOA2 inhibitor -39 and COUP-TFII inh -14.
For O=C(NC1CCCC1)C(C1CC1)n1c(C2CCCC2)nc2ccccc21 (centres undefined) the results were LRH-1 inv ag 18, TRAIL sens C8 0, NCOA2 inhibitor -8 and COUP-TFII inh 19.
For O=C(C[C@@H]1CC[C@H](NC(=O)Nc2ccc(F)cc2)[C@@H](CO)O1)NCc1cccc(F)c1 the results were LRH-1 inv ag 2, TRAIL sens C8 -8, NCOA2 inhibitor 4 and COUP-TFII inh 19.
`O=C(NC1CCCC1)c1nc(-c2c(F)cccc2F)oc1-c1ccccc1` gave LRH-1 inv ag -7, TRAIL sens C8 18, NCOA2 inhibitor 4 and COUP-TFII inh 5.
For COC(=O)[C@]12CCCCC=C1N(CCc1ccc(OC)c(OC)c1)C(=O)[C@H](CC(=O)N1CCOCC1)C2 the results were LRH-1 inv ag -18, TRAIL sens C8 1, NCOA2 inhibitor -25 and COUP-TFII inh 12.

Nothing new here: entries from further up.
`O=C(NC1CCCC1)c1nc(-c2c(F)cccc2F)oc1-c1ccccc1` gave LRH-1 inv ag -7, TRAIL sens C8 18, NCOA2 inhibitor 4 and COUP-TFII inh 5.
For COC(=O)[C@]12CCCCC=C1N(CCc1ccc(OC)c(OC)c1)C(=O)[C@H](CC(=O)N1CCOCC1)C2 the results were LRH-1 inv ag -18, TRAIL sens C8 1, NCOA2 inhibitor -25 and COUP-TFII inh 12.

New compounds follow:
For COC(=O)C1=CN(c2ccc(Oc3ccccc3)cc2)C(N)=C(C#N)C1c1ccc(-c2ccccc2)cc1 (centres undefined) the results were LRH-1 inv ag -11, TRAIL sens C8 0, NCOA2 inhibitor -16 and COUP-TFII inh -9.
COC(=O)C1=CN(c2cccc(OCc3ccccc3)c2)C(N)=C(C#N)C1c1ccccc1 (centres undefined) was read as LRH-1 inv ag 1, TRAIL sens C8 -1, NCOA2 inhibitor -23 and COUP-TFII inh 4.
`COc1ccc(C2=Nc3ccccc3N(C(=O)c3ccc(C(F)(F)F)cc3)C2C(=O)NCc2ccccc2)cc1` (centres undefined) gave LRH-1 inv ag -5, TRAIL sens C8 0, NCOA2 inhibitor -42 and COUP-TFII inh 3.
CCCCCCCCN1C(=O)[C@H](CC(=O)NCc2ccc(C)o2)C[C@@]2(C(=O)OCC)CCC=C12 was read as LRH-1 inv ag 18, TRAIL sens C8 -1, NCOA2 inhibitor 2 and COUP-TFII inh 11.
COC(=O)[C@]12CCCCC=C1N(CCc1ccc(OC)c(OC)c1)C(=O)[C@H](CC(=O)N1CCSCC1)C2 was read as LRH-1 inv ag 24, TRAIL sens C8 3, NCOA2 inhibitor 9 and COUP-TFII inh 16.
`Cc1ccc(CN2C(=O)CSCC2(C)C(=O)NC(C)C)cc1` (centres undefined) gave LRH-1 inv ag 19, TRAIL sens C8 -2, NCOA2 inhibitor -5 and COUP-TFII inh 0.
For COC(=O)C[C@@H]1C=C[C@H](NC(=O)c2cnccn2)[C@@H](CO)O1 the results were LRH-1 inv ag 16, TRAIL sens C8 6, NCOA2 inhibitor 14 and COUP-TFII inh -5.
`CCCNC(=O)N1C[C@H](O)COC[C@H]2O[C@@H](CC(=O)N[C@@H]3CCN(Cc4ccccc4)C3)CC[C@@H]21` gave LRH-1 inv ag 2, TRAIL sens C8 -2, NCOA2 inhibitor 2 and COUP-TFII inh -2.
For Cc1cccc(C)c1NC(=O)C1(C)CSCC(=O)N1CC(F)(F)F (centres undefined) the results were LRH-1 inv ag 4, TRAIL sens C8 -3, NCOA2 inhibitor 0 and COUP-TFII inh -10.
Screening O=C(NCc1ccccc1)C(CCc1ccccc1)n1c(=O)c(-c2ccccc2)nc2ccccc21 (centres undefined) returned LRH-1 inv ag 5, TRAIL sens C8 8, NCOA2 inhibitor 1 and COUP-TFII inh 5.
Screening COCCNC(=O)c1cc(-c2ccccc2)sc1N returned LRH-1 inv ag 1, TRAIL sens C8 -2, NCOA2 inhibitor 0 and COUP-TFII inh 1.
O=C(NCc1cccs1)C1C(=O)Nc2ccccc2C(=O)N1Cc1ccccc1 (centres undefined) was read as LRH-1 inv ag -15, TRAIL sens C8 3, NCOA2 inhibitor 26 and COUP-TFII inh -2.
CCOC(=O)[C@]12CCCC=C1N(Cc1ccccc1)C(=O)[C@H](CC(=O)NCCCCc1ccccc1)C2 was read as LRH-1 inv ag 3, TRAIL sens C8 13, NCOA2 inhibitor 2 and COUP-TFII inh 10.
`COC(=O)[C@@]12C[C@@H](CC(=O)N3CCCC3)C(=O)N(CCc3ccc(OC)c(OC)c3)C1=CCC(C)(C)C2` gave LRH-1 inv ag 4, TRAIL sens C8 3, NCOA2 inhibitor -18 and COUP-TFII inh -15.
Screening O=C1c2c(-c3ccc(Br)cc3)noc2CCN1Cc1cn(-c2ccccc2)nn1 returned LRH-1 inv ag 18, TRAIL sens C8 9, NCOA2 inhibitor -6 and COUP-TFII inh 20.
For Cc1ccc(S(=O)(=O)N2C3CC(c4ccccc4)N(S(=O)(=O)c4ccccc4Cl)CC3C(=O)C[C@H]2c2ccccc2)cc1 (some centres undefined) the results were LRH-1 inv ag -3, TRAIL sens C8 -5, NCOA2 inhibitor -9 and COUP-TFII inh 11.
CCc1ccc(N2C=C(C(=O)OC)C(c3cccc4ccccc34)C(C#N)=C2N)cc1 (centres undefined) was read as LRH-1 inv ag 13, TRAIL sens C8 28, NCOA2 inhibitor 15 and COUP-TFII inh -67.
C=CCC(NC(=O)N(C)C)(C(=O)OC)C(C)O (centres undefined) was read as LRH-1 inv ag -8, TRAIL sens C8 -12, NCOA2 inhibitor -7 and COUP-TFII inh 5.
COC(=O)C[C@@H]1C=C[C@@H](NS(=O)(=O)c2cccc(OC)c2)[C@@H](CO)O1 was read as LRH-1 inv ag -12, TRAIL sens C8 5, NCOA2 inhibitor -20 and COUP-TFII inh -4.
Screening CN(Cc1ccccc1)C(=O)C(=O)c1ccccc1 returned LRH-1 inv ag -1, TRAIL sens C8 -4, NCOA2 inhibitor -19 and COUP-TFII inh 2.

Sorted by SMILES length (smallest number first): part of the list above.
`Cc1ccc(CN2C(=O)CSCC2(C)C(=O)NC(C)C)cc1` (centres undefined) gave LRH-1 inv ag 19, TRAIL sens C8 -2, NCOA2 inhibitor -5 and COUP-TFII inh 0.
COC(=O)[C@]12CCCCC=C1N(CCc1ccc(OC)c(OC)c1)C(=O)[C@H](CC(=O)N1CCSCC1)C2 was read as LRH-1 inv ag 24, TRAIL sens C8 3, NCOA2 inhibitor 9 and COUP-TFII inh 16.
`CCCNC(=O)N1C[C@H](O)COC[C@H]2O[C@@H](CC(=O)N[C@@H]3CCN(Cc4ccccc4)C3)CC[C@@H]21` gave LRH-1 inv ag 2, TRAIL sens C8 -2, NCOA2 inhibitor 2 and COUP-TFII inh -2.

(next part)
For COC(=O)[C@@]12C[C@@H](CC(=O)NCc3cccs3)C(=O)N(Cc3cccc4ccccc34)C1=CCC(C)(C)C2 the results were LRH-1 inv ag 4, TRAIL sens C8 3, NCOA2 inhibitor -18 and COUP-TFII inh 14.
`COC(=O)[C@@]12C[C@@H](CC(=O)N3CCN(C(=O)C4CC4)CC3)C(=O)N(Cc3ccco3)C1=CCC(C)(C)C2` gave LRH-1 inv ag -1, TRAIL sens C8 12, NCOA2 inhibitor 13 and COUP-TFII inh -12.
O=C(C(=O)N1CCN(c2ccccc2)CC1)c1ccccc1 was read as LRH-1 inv ag -14, TRAIL sens C8 -5, NCOA2 inhibitor -32 and COUP-TFII inh 3.
`CCOC(=O)N1CCN(C(=O)C[C@@H]2C[C@@]3(C(=O)OC)CC(C)(C)CC=C3N(Cc3ccc4c(c3)OCO4)C2=O)CC1` gave LRH-1 inv ag -3, TRAIL sens C8 -14, NCOA2 inhibitor -6 and COUP-TFII inh -5.
`CCOC(=O)C1=CCN(S(=O)(=O)c2ccccc2C)C1c1cccc(Cl)c1` (centres undefined) gave LRH-1 inv ag 22, TRAIL sens C8 -12, NCOA2 inhibitor 14 and COUP-TFII inh -10.
Screening CO[C@H]1CN(C)C(=O)c2ccc(NS(=O)(=O)c3ccccc3F)cc2OC[C@H](C)NC[C@@H]1C returned LRH-1 inv ag -6, TRAIL sens C8 -8, NCOA2 inhibitor 0 and COUP-TFII inh -14.
Screening Cc1ccc(S(=O)(=O)N[C@H](CNCc2ccccc2)C(C)C)cc1 returned LRH-1 inv ag 7, TRAIL sens C8 -10, NCOA2 inhibitor 0 and COUP-TFII inh -16.
CO[C@@H]1CN(C)C(=O)c2ccc(NC(C)=O)cc2OC[C@@H](C)N(C(=O)NC2CCCCC2)C[C@H]1C was read as LRH-1 inv ag 14, TRAIL sens C8 -24, NCOA2 inhibitor -3 and COUP-TFII inh 5.
`Cc1cc(C)c2cc(C#N)c(NCCNC(=O)c3ccncc3)nc2c1` gave LRH-1 inv ag 7, TRAIL sens C8 -2, NCOA2 inhibitor -31 and COUP-TFII inh 8.
For COC(=O)[C@@]12C[C@@H](CC(=O)NCc3ccc(OC)c(OC)c3)C(=O)N(CCc3ccc(OC)c(OC)c3)C1=CCC(C)(C)C2 the results were LRH-1 inv ag 15, TRAIL sens C8 0, NCOA2 inhibitor 12 and COUP-TFII inh -2.
Cc1cccc(C)c1NC(=O)C1(C)CN(S(C)(=O)=O)CC(=O)N1Cc1ccc2c(c1)OCO2 (centres undefined) was read as LRH-1 inv ag -15, TRAIL sens C8 2, NCOA2 inhibitor -14 and COUP-TFII inh 8.
Screening Cc1cc2c(cc1C)-n1nnnc1C(N1CCN(c3ccccc3F)CC1)C(=O)N2 (centres undefined) returned LRH-1 inv ag -2, TRAIL sens C8 -8, NCOA2 inhibitor -12 and COUP-TFII inh 1.
`CC1(C(=O)NCc2ccccc2)CN(S(C)(=O)=O)CC(=O)N1Cc1cccs1` (centres undefined) gave LRH-1 inv ag 8, TRAIL sens C8 11, NCOA2 inhibitor 5 and COUP-TFII inh -5.

The list is partial. The share of hits here may be higher or lower than overall.
